# Screening results deposited in PubChem by Sanford-Burnham Center for Chemical Genomics.
# GPR55 antagonists – GPR55 antagonists blocking LPI-driven arrestin recruitment, primary screen, imaging, U2OS, beta-arrestin-GFP, LPI agonist (AID 2013); G-protein coupled receptor 55 (Homo sapiens); U2OS GPR55 beta-arrestin-GFP translocation imaging, LPI antagonism; higher % means a stronger effect; inhibition, % at 10 µM, or IC50 in µM where a hit was titrated; 290,000 compounds, 0.13% hits;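 active = spots per cell inhibited over 60%, with over 100 cells counted and total cytoplasm intensity under 500,000; inconclusive = wells with under 100 cells, flagged as likely toxic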;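 also: U2OS cells stably carrying GPR55 and arrestin-GFP stimulated by 5 µM LPI near EC80; imaged beta-arrestin-GFP aggregate spots per cell after agonist stimulation; plate controls were LPI-stimulated DMSO wells for no effect and DMSO wells without LPI for full effect; some results filed as inactive read as strong as hits; confirmed hits need IC50 under 10 µM and bright autofluorescent wells are also inconclusive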
# AID2073 – inhibitors of Mint1-CaV2.2 protein interaction, biochemical, HTRF (AID 2073); Voltage-dependent N-type calcium channel subunit alpha-1B (Homo sapiens); inhibition, % at 20 µM; hits with a dose series show IC50 in µM; 290,000 compounds, 0.19% hits; HTRF protein-protein interaction, Mint1-CaV2.2; higher % means a stronger effect; in the data active = inhibition mostly above about 51%, no sharp cut-off; inconclusive = no clear call, values can overlap the other calls; inactive = mostly below about 53%; also: some results filed as inactive read as strong as hits
# NOD1 NF-kB reporter – NOD1 signaling inhibitors, primary screen, cell-based, luminescence, uHTS (AID 1578); NOD1-driven NF-kB luciferase reporter cells, luminescence; higher % means a stronger effect; inhibition, % at 4 µM, or EC50 in µM where a hit was titrated; 290,000 compounds, 1% hits; in the data active = inhibition mostly above about 36%, no sharp cut-off; inactive = mostly below about 34%;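 also: HEK-293T reporter cells stimulated with the NOD1 agonist gamma-tri-DAP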
# GPR35 arrestin U2OS – GPR35 antagonists blocking zaprinast-driven arrestin recruitment, primary screen, imaging, U2OS, beta-arrestin-GFP, zaprinast agonist (AID 2058) | one-dose inhibition, % at 10 µM; IC50 in µM for titrated hits | 290,000 compounds, 0.052% hits | U2OS GPR35 beta-arrestin-GFP translocation imaging, zaprinast antagonism; higher % means a stronger effect | G-protein coupled receptor 35 (Homo sapiens);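 active = inhibition of at least 50% with at least 30 cells and total cytoplasm GFP at most 10,000,000; inconclusive = under 30 cells or total GFP of 10,000,000 plus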
# Siah-1 displacement – Siah-1 peptide-binding antagonists, primary screen, biochemical, fluorescence polarization, rhodamine-plectin, uHTS (AID 1817) | E3 ubiquitin-protein ligase SIAH1 (Homo sapiens) | Siah-1 / rhodamine-plectin peptide fluorescence polarization; higher % means a stronger effect | displacement, % at 20 µM, or IC50 in µM where a hit was titrated | 290,000 compounds, 0.02% hits;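 active = displacement of at least 50% at 20 µM, with a fluorescence ratio check between 0.3 and a set limit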;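 also: plate controls were Siah plus tracer with DMSO for no effect and tracer alone without Siah for full effect; strong numbers were not always called active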
# KOR beta-arrestin-1 – KOR agonists, beta-arrestin recruitment, primary screen, cell-based, luminescence, uHTS (AID 1777) | Kappa-type opioid receptor (Homo sapiens) | KOR beta-arrestin recruitment, luminescence; higher % means a stronger effect | activation, % at 10 µM; hits with a dose series show EC50 in µM | 280,000 compounds, 0.02% hits; in the data active = activation above about 50%, passing the limit was not always enough; also: a part of the inactive calls stands beside numbers as strong as those of hits
# HIV peptide binding – inhibitors of HIV fusion peptide binding, primary screen, biochemical, uHTS, fluorescence dequenching (AID 1986). cell-free peptide binding, fluorescence dequenching, 30 min; higher % means a stronger effect. inhibition, % at 20 µM; hits with a dose series show IC50 in µM. 290,000 compounds, 0.3% hits; in the data active = inhibition mostly above about 52%, no sharp cut-off; inactive = mostly below about 76%; also: some results filed as inactive read as strong as hits
# KOR beta-arrestin-2 – KOR antagonists, beta-arrestin recruitment, cell-based, luminescence, uHTS (AID 1778). Kappa-type opioid receptor (Homo sapiens). KOR beta-arrestin recruitment, luminescence, antagonist mode; higher % means a stronger effect. inhibition, % at 10 µM, or IC50 in µM where a hit was titrated. 290,000 compounds, 0.091% hits; in the data active = inhibition above about 50%; also: strong numbers were not always called active
# GPR55 activation – GPR55 agonists via beta-arrestin recruitment, primary screen, imaging, U2OS cells, beta-arrestin-GFP redistribution (AID 1961). G-protein coupled receptor 55 (Homo sapiens). one-dose activation, % at 10 µM; EC50 in µM for titrated hits. 290,000 compounds, 0.048% hits. U2OS GPR55 beta-arrestin-GFP redistribution imaging; higher % means a stronger effect;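 active = activation above 40% with more than 50 cells counted in the well; inconclusive = wells holding fewer than 50 cells, flagged as toxic or sparse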;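 also: U2OS osteosarcoma cells stably expressing GPR55 and beta-arrestin-GFP; plate controls were DMSO negative control for no effect and LPI positive control for full effect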
# Numbers without * were called inactive; ? = inconclusive; / = no result given; [ ] = remark or other dose. Some of the compounds tested; the hit share may differ from the screen's.
SMILES,GPR55 antagonists,AID2073,NOD1 NF-kB reporter,GPR35 arrestin U2OS,Siah-1 displacement,KOR beta-arrestin-1,HIV peptide binding,KOR beta-arrestin-2,GPR55 activation
Nc1c(C(=O)N/N=C/c2cccnc2)oc2nc(-c3ccco3)cc(-c3ccco3)c12,12%,45%,-2%,-19%,65%,3.9%,99%,-18%,-0.1%
COc1ccc(/C=C/C(=O)NC(=S)Nc2ccccc2C(=O)NC2CCCCC2)cc1,19%,-11%,11%,16%,4%,0.0%,-1.2%,12%,0.3%
Cc1cc(C)n2nc(C(=O)N/N=C/c3ccc(Cl)cc3)nc2n1,-1%,-12%,-12%,-10%,-1%,2.0%,1.3%,-9%,-0.4%
COc1ccc(CCNCC(=O)Nc2ccc(OC(F)F)cc2)cc1,16%,0%,17%,12%,2%,-1.8%,2.7%,-5%,-0.2%
Cc1ccc(C)c(NC(=O)CSc2nnc(CCNC(=O)OC(C)(C)C)o2)c1,4%,-2%,-13%,-3%,6%,5.4%,0.9%,-4%,0.3%
O=C(/C=C/c1ccc([N+](=O)[O-])cc1)NNC(=O)C1CC1,5%,-1%,-35%,19%,-1%,-3.1%,-0.5%,15%,-0.6%
Fc1ccc(CNC2CCN(Cc3ccccc3)CC2)cc1,6%,15%,4%,6%,3%,4.1%,0.5%,-7%,-0.2%
Cc1cccc(C)c1-n1ncc(C(=O)NC2CCCC2)c1C1CCNCC1,2%,0%,-30%,-12%,6%,0.9%,-1.3%,8%,-0.1%
N/C(=N\OC(=O)c1cccc(F)c1)c1ccccc1,-1%,6%,11%,23%,-6%,-7.9%,-3.4%,27%,-0.1%
O=C(CNC(=O)c1ccccc1)N/N=C/c1cc(Br)ccc1O,8%,28%,11%,6%,12%,0.6%,0.5%,-26%,-0.1%
Cc1csc(SCC(=O)NC(C)c2ccc(F)cc2)n1 (configuration not stated),9%,-1%,-12%,21%,-12%,-4.9%,-1.1%,24%,0.1%
Cc1onc(-c2ccccc2Cl)c1C(=O)NCCn1c(C)cc2ccccc21,-11%,27%,-8%,-7%,4%,-3.6%,16%,-6%[20 µM],0.0%
CCc1ccc(C(=O)COC(=O)c2cccnc2Cl)cc1,-4%,3%,-1%,-16%,2%,-2.0%,-0.9%,1%,-0.1%
Brc1ccccc1OCCCN1CCCCCC1,3%,6%,-42%,-1%,-2%,-1.9%,-0.4%,3%,-0.3%
Clc1cc(NC2CCCCC2)ncn1,-1%,22%,12%,4%,-2%,-4.7%,-3.0%,5%,-0.1%
CC(C)(C)Nc1nc(Cl)nc(NC2CCCCC2)n1,4%,8%,5%,7%,-3%,8.0%,0.1%,-5%,-0.1%
Cc1ccc(Cl)c2c(N=Nc3ccccc3)c(O)[nH]c12,24%,3%,-13%,13%,0%,-1.8%,179%,-20%,2.6%
CC1(C)Cc2c(c(-c3ccccc3)[nH]c(=O)c2C#N)CS1,5%,12%,-18%,1%,1%,5.4%,0.8%,-31%,0.3%
Cc1ccc(NC(=O)CN(C)C(=O)CSc2nnnn2C)cc1,-2%,4%,-7%,1%,2%,2.8%,-1.6%,3%,1.1%
CC(=O)N[C@@H](Cc1c[nH]c2ccccc12)C(=O)NC1CC1,-2%,11%,-2%,8%,-2%,-3.3%,0.7%,18%,0.0%
Cc1ccccc1OCC(=O)Nc1cc(Cl)ccc1Oc1ccccc1,2%,6%,-36%,-4%,9%,-0.8%,3.8%,25%,-0.1%
COc1ccc(/C=C(\C)c2nc(C)c(-c3ccccc3)c(=O)[nH]2)cc1,30%,12%,7%,-13%,0%,0.4%,-1.5%,14%,-0.1%
COc1ccc(NC(=O)C2CCC(CNS(=O)(=O)c3cccs3)CC2)cc1OC (configuration not stated),10%,-1%,-29%,-12%,4%,-3.6%,0.1%,-12%,-0.6%
Cc1cc(Cl)ccc1OCCCC(=O)OCC(=O)c1c(N)n(C)c(=O)n(C)c1=O,3%,-7%,3%,-6%,10%,0.9%,-0.9%,8%,0.7%
Cc1c(Cl)cccc1NC(=O)CCC(=O)N/N=C/c1ccco1,-10%,10%,-23%,6%,2%,0.1%,-0.5%,-12%,-0.1%
Cc1cc(C)n(C(C)CNS(=O)(=O)c2ccc(Cl)cc2)n1 (configuration not stated),11%,-2%,-27%,7%,6%,3.3%,0.7%,-23%,0.1%
COc1ccc(-c2[nH]ncc2CN2CCN(C3CCCCC3)C(=O)C2)cc1F,7%,-2%,-22%,-7%,4%,0.2%,0.3%,-26%,0.9%
O=C(c1cc(-c2ccncc2)nc2ccccc12)N1CCN(S(=O)(=O)/C=C/c2ccccc2)CC1,22%,-2%,-12%,18%,-2%,-5.2%,-1.1%,18%,0.2%
Cc1onc(-c2ccccc2Cl)c1C(=O)NCc1ccc(N2CCCC2=O)cc1,6%,-8%,-9%,2%,2%,-5.1%,-1.1%,39%,-0.2%
CCOC(=O)N1CCN(c2c(NCCN3CCN(c4ccccc4F)CC3)c(=O)c2=O)CC1,10%,-3%,-13%,-5%,5%,0.3%,0.9%,18%,0.3%

# Results in GPR55 antagonists, AID2073 and NOD1 NF-kB reporter, for some of the entries so far:
structure | GPR55 antagonists | AID2073 | NOD1 NF-kB reporter
COc1ccc(-c2[nH]ncc2CN2CCN(C3CCCCC3)C(=O)C2)cc1F | 7% | -2% | -22%
O=C(c1cc(-c2ccncc2)nc2ccccc12)N1CCN(S(=O)(=O)/C=C/c2ccccc2)CC1 | 22% | -2% | -12%

# (further entries)
SMILES,GPR55 antagonists,AID2073,NOD1 NF-kB reporter,GPR35 arrestin U2OS,Siah-1 displacement,KOR beta-arrestin-1,HIV peptide binding,KOR beta-arrestin-2,GPR55 activation
CCC(C)C(Nc1ccc(C(=O)OC)cc1[N+](=O)[O-])C(=O)OC (configuration not stated),11%,11%,-8%,-4%,9%,-0.3%,0.3%,12%,0.4%
CCc1ccc(NC(=O)CSc2nnc(CNC(=O)c3ccc(OC)cc3)o2)cc1,3%,0%,-19%,12%,2%,2.7%,-0.7%,9%,0.0%
CCc1ccccc1NC(=O)C1CC(c2ccc(F)cc2)=NO1 (configuration not stated),-2%,-8%,-5%,2%,-2%,3.2%,0.9%,-4%,-0.4%
CC(Sc1ccc(Cl)cc1)C(=O)NNC(=O)c1ccccc1O (configuration not stated),15%,21%,-20%,-2%,-1%,-4.1%,12%,-6%,0.3%
c1cc(C2CCCCC2)ccc1Oc1nc(N2CCOCC2)nc(N2CCOCC2)n1,13%,1%,22%,-12%,-2%,3.0%,-1.9%,-26%,0.0%
CCn1c(SCC(=O)Nc2ccc(Br)cc2)nc2sc3c(c2c1=O)CCN(C)C3,0%,5%,-27%,-1%,5%,-6.2%,-0.5%,2%,-0.1%
CCOC(=O)C1(CCOc2ccccc2)CCN(Cc2cccn2-c2ncccn2)CC1,11%,8%,-19%,8%,10%,4.9%,-0.7%,13%,-0.3%
CCC1=NN(C(=O)c2cccnc2)C(O)(C(F)(F)F)C1 (configuration not stated),10%,43%,-12%,1%,-5%,4.2%,0.1%,31%,0.2%
CC(C)N1CC23C=CC(O2)C(C(=O)OCc2ccccc2)C3C1=O (configuration not stated),-4%,14%,-19%,-1%,-2%,0.0%,5.1%,-2%,0.7%
COc1ccc(Cl)cc1S(=O)(=O)N1CCN(C(=O)COc2ccccc2)CC1,3%,3%,/,-8%,-2%,0.1%,2.3%,-30%,-0.1%
CCOC(=O)C1(CCOC)CCN(C(=O)Cc2ccsc2)CC1,2%,10%,3%,-2%,2%,-2.6%,0.0%,-50%[20 µM],-0.2%
Cc1ccc(NC(=O)c2cc(C)nn2-c2ccccc2)cc1,-14%,-4%,-20%,-1%,-1%,-9.8%,1.5%,-38%,0.3%
COc1ccc(CNc2ccc(S(N)(=O)=O)cc2)c(OC)c1OC,-22%,1%,11%,2%,-2%,-1.9%,-0.7%,-46%,-0.1%
COC(CNC(=O)CNC(=S)N(Cc1ccccc1)Cc1cccs1)OC,-1%,-27%,-13%,6%,6%,-7.3%,-1.1%,-13%,0.6%
Cc1cc(-c2ccc([N+](=O)[O-])cc2)nc2ccccc12,-1%,?,-27%,16%,1%,-3.2%,-1.0%,9%,0.3%
Cc1ccccc1N=Nc1c(C)[nH]n(C(N)=S)c1=O,93%*,-8%,-6%,-3%,8%,-0.7%,2.1%,16%,-0.2%
Cn1ccsc1=NC(=O)c1ccc([N+](=O)[O-])o1,4%,14%,-21%,0%,6%,-2.2%,0.9%,17%,0.0%
Cc1ccccc1N1C(=O)C2C3CCC(O3)C2C1=O (configuration not stated),5%,6%,18%,6%,3%,3.0%,0.7%,-36%[20 µM],0.9%
O=C(O)c1ccc2c(=O)n3c(nc2c1)/C(=C/c1ccc(C(F)(F)F)cc1)CC3,17%,28%,2%,-5%,4%,-3.9%,20%,16%,-0.1%
CCN(CC)CCN1C(=O)C(=O)/C(=C(/O)c2ccc(S(=O)(=O)N3CCOCC3)cc2)C1c1ccc(C(C)C)cc1 (configuration not stated),14%,-2%,-16%,-6%,-1%,-3.4%,-2.0%,12%,-0.4%
COCCNC(=O)CN(C(=O)CCC(=O)Nc1cc(C)on1)c1ccc(C)cc1C,4%,-7%,-9%,4%,4%,5.3%,-1.0%,0%,0.6%
CSc1ccc(/C=C/C(=O)NC(=O)c2ccccc2O)cc1,-9%,8%,-50%,0%,3%,-8.0%,8.2%,-34%[20 µM],0.2%
COc1ccc(C(=O)NC(=S)Nc2ccc(N3CCCC3)cc2)cc1,10%,8%,-18%,1%,-1%,-3.4%,1.2%,1%,0.0%
Cc1cc(C)n(CCCNC(=O)Cn2nnnc2CN2C[C@@H](C)O[C@@H](C)C2)n1,-2%,82%,-10%,15%,-1%,-1.4%,0.0%,-13%,-0.1%
CCN(CC)C(=O)Cn1nnc(-c2ccc(S(C)(=O)=O)cc2)n1,-8%,-9%,-17%,-2%,5%,-6.9%,-1.2%,-4%[20 µM],-0.1%
CCc1nnc(NC(=O)C2(C)COC(c3ccc(OC)cc3)OC2)s1 (configuration not stated),13%,-13%,-19%,-3%,-6%,0.1%,-0.6%,0%,0.2%
CCOC(=O)c1cc2c(=O)c3cc(C)ccc3oc2nc1C,2%,19%,-9%,-6%,-3%,-1.3%,0.9%,26%,0.0%
CCC(C)(C)NC(=O)Cc1ccc(C)cc1,-6%,1%,-6%,6%,-2%,-5.8%,0.6%,21%,-0.1%
